influenza NS1A: H1N1 influenza NS1A inhibitors, functional cell based assay (AID 504329); NS1A functional cell-based assay, percent inhibition; higher % means a stronger effect; inhibition, % at 12.5 µM; hits with a dose series show IC50 in µM; hit rate 0.3% among 340,000; in the data active = a potency from the dose series; inconclusive = inhibition above about 27% without an active follow-up result; note: strong numbers were not always called active
M. tuberculosis: growth inhibition of non-replicating M. tuberculosis (AID 488890) | Mycobacterium tuberculosis non-replicating, growth inhibition; higher % means a stronger effect | one-dose inhibition, % at 25 µM; IC50 in µM for titrated hits | hit rate 0.39% among 320,000; in the data active = a potency from the dose series; inconclusive = inhibition mostly from about 82% at the one dose, without a potency; inactive = the rest, 99 in 100 with inhibition below about 76%;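 note: plate controls were DMSO cells for no effect and high antibiotic wells for full effect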
PhoP GFP inhibition: PhoP regulon inhibitors, Salmonella typhi PhoP promoter GFP reporter, confirmatory (AID 1850). Salmonella Typhi PhoP-promoter GFP reporter, fluorescence, 4 h; higher % means a stronger effect. inhibition, % at 50 µM; hits with a dose series show IC50 in µM. hit rate 0.33% among 310,000; in the data active = a potency from the dose series; inconclusive = inhibition mostly from about 25% at the one dose, without a potency; inactive = the rest, 99 in 100 with inhibition below about 19%;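 note: 0% = induced wells with vehicle and 100% = uninduced wells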
H37Rv inhibition: M. tuberculosis growth inhibition, HTS (AID 449762). hit rate 0.59% among 330,000. one-dose inhibition, % at 25 µM; IC50 in µM for titrated hits. M. tuberculosis H37Rv growth inhibition, 7H9 media; higher % means a stronger effect; in the data active = a potency from the dose series; inconclusive = inhibition above about 70% without an active follow-up result;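 note: bacterial growth assessed after seven days of incubation; strong numbers were not always called active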
VEEV TC-83 Vero: inhibitors of VEEV TC-83 cytopathic effect, confirmation, Vero cells (AID 588727). inhibition, % at 20 µM, or IC50 in µM where a hit was titrated. Vero cells, VEEV TC-83 cytopathic effect inhibition; higher % means a stronger effect. hit rate 0.13% among 350,000; in the data active = a potency from the dose series; inconclusive = inhibition mostly from about 14% at the one dose, without a potency; inactive = the rest, 99 in 100 with inhibition below about 12%; note: strong numbers were not always called active
VEEV TC-83 Vero 10K pilot screen: recorded beside VEEV TC-83 Vero, whose call it bears; inhibition, %; measured here: 10K pilot screen inhibition
An asterisk follows results filed as active; i = inactive; ? = inconclusive; . = not tested or not shown.

SMILES	influenza NS1A	M. tuberculosis	PhoP GFP inhibition	H37Rv inhibition	VEEV TC-83 Vero	others
Cc1ccc(S(=O)(=O)N(Cc2cccc(F)c2)C(=O)N2CCN(C)CC2)cc1	-8%	-13%	1%	-5%	3.3%
CCCCCCOc1ccc(N2C(=O)CC(NCc3ccc(S(N)(=O)=O)cc3)C2=O)cc1 (stereo not drawn)	-10%	4%	2%	-8%	1.2%
COc1ccc(C(=O)CC(=O)C(=O)Nc2ccccc2OC)cc1	16%	39%	-2%	4%	4.3%
Cc1nnc(-c2ccc(Cl)cc2)[nH]c1=O	13%	-13%	0%	6%	1.1%
COc1ccccc1N1CCN(CC(O)COc2ccc(C)cc2C)CC1 (stereo not drawn)	-28%	12%	-16%	10%	0.9%
NC(=O)CSc1nnc(CNc2ccc(F)cc2)n1CC1CCCO1 (stereo not drawn)	3%	1%	-1%	-12%	4.6%
NC(=O)c1nnsc1-c1ccc(-c2snnc2C(N)=O)cc1	-24%	-4%	1%	9%	0.5%
O=C(CNS(=O)(=O)c1ccc(Br)s1)N1CCN(C(=O)c2ccco2)CC1	5%	-4%	5%	1%	i
Cc1ccc(-c2cc(C(=O)N3CCN(c4ccccc4O)CC3)c3ccccc3n2)o1	-5%	38%	3%	60%	6.3%
Cc1cccc(NCc2cc(Cl)cc(Cl)c2O)n1	-2%	33%	3%	0%	1.5%
CN(C)c1ccc(NC(=O)c2sc(SCC(=O)Nc3ccc(Br)cc3)nc2N)cc1	8%	17%	1%	-6%	i
N#CC1=C(S)N(c2ccccc2)C(c2cccs2)NC1=O (stereo not drawn)	0%	-4%	2%	-4%	0.0%
COc1ccc(NC(=S)NCCc2c[nH]c3ccccc23)c(OC)c1	-2%	15%	-2%	3%	1.4%
O=C1N[C@H](Cc2ccccc2)C(=O)N2[C@@H]3[C@H](C[C@@H]12)c1ccccc1N3OOSc1ccccc1	2%	13%	2%	-7%	0.9%
CCCOc1ccc(C(=O)NCC(c2cccs2)N(C)C)cc1OC (stereo not drawn)	1%	15%	-6%	5%	i
CCOC(=O)CN(C(=O)COc1nc(-c2ccccc2)cc(C)c1C#N)c1ccc(F)cc1	0%	-16%	2%	-5%	i
COc1cc(N)c(Cl)cc1Cl	.	-9%	-7%	5%	0.3%
COCCn1cnc2c1c(=O)n(CC#N)c(=O)n2Cc1ccccc1	4%	1%	1%	2%	i
Cc1ccc(NC(=O)CC2(CC(=O)O)CCCC2)c(C)c1	-4%	-5%	2%	1%	0.1%
Cc1ccc(Nc2nc(-c3sc(NC(=O)c4cccc(Cl)c4)nc3C)cs2)cc1	.	12%	-9%	-2%	.
COCCn1c(=O)[nH]c2cc(C(=O)Nc3cccc(F)c3)ccc2c1=O	0%	12%	9%	0%	3.4%
COc1cccc(CN2CCN(Cc3cccc4nonc34)CC2CCO)c1 (stereo not drawn)	-5%	2%	9%	-4%	i
CN(C)S(=O)(=O)c1cccc(NC(=O)CC23CC4CC(CC(C4)C2)C3)c1	-4%	22%	-3%	-8%	8.2%
FC(F)(F)c1ccc2c(c1)N1CCCC1CN2 (stereo not drawn)	2%	-8%	9%	9%	5.1%
O=C(O)c1ccc(S(=O)(=O)Nc2ccc3c(c2)OCCO3)cc1	-13%	-13%	-6%	-2%	0.8%
CCc1cccc(C)c1NC(=O)CN1C(=O)NC(Cc2ccccc2)C1=O (stereo not drawn)	5%	0%	8%	2%	0.9%
COc1ccc(C(c2c(NC(C)=O)sc3c2CCCC3)N2CCN(CCO)CC2)cc1OC (stereo not drawn)	-3%	6%	-3%	-6%	i
Cc1ncc(CN2CCCC(C(=O)c3sccc3C)C2)s1 (stereo not drawn)	2%	13%	8%	1%	1.5%
O=S1(=O)N=C(N(CCO)/N=C/c2ccc(Br)cc2)c2ccccc21	-4%	-19%	-4%	2%	3.5%
Cn1cc(C(=O)OCC(=O)NC2(C#N)CCCCC2)c2ccccc21	0%	.	.	.	3.1%
Cc1oc(-c2cccs2)nc1CSCC(=O)N1CCC2(CC1)OCCO2	-1%	-25%	0%	-8%	i
CC(=O)NNC(=S)Nc1cccc(F)c1	.	-6%	7%	-7%	2.3%
O=C(NCc1cn2ccsc2n1)c1cccs1	2%	0%	4%	-3%	0.4%	VEEV TC-83 Vero 10K pilot screen=1.2
CCOc1ccc(S(=O)(=O)Nc2ccc(O)c(Sc3ncn[nH]3)c2)cc1	9%	15%	1%	-4%	i
CCCCc1ccc(NC(=O)C(C)CC)cc1 (stereo not drawn)	-8%	63%	0%	?	1.6%
O=C(CCNS(=O)(=O)c1ccccc1)N1CCCC1	-2%	-4%	-8%	-5%	3.0%
CC1(C)CC(=O)C(=Cc2cn(CCC#N)nc2-c2ccc(F)cc2)C(=O)C1	-10%	?	-5%	6%	1.4%
CCCCOc1ccc(C(=O)N2CCC(C)CC2)cc1	-6%	8%	-1%	1%	0.1%	VEEV TC-83 Vero 10K pilot screen=1.6
O=C(CSc1ccc2nnc(-c3cccs3)n2n1)N1CCCC1	10%	-6%	8%	-16%	0.7%
CCN1CCN(CC(O)COc2cccc(OC)c2)CC1 (stereo not drawn)	-8%	-7%	2%	3%	0.1%

4 entries picked at random from the list so far, as already listed:
SMILES	influenza NS1A	M. tuberculosis	PhoP GFP inhibition	H37Rv inhibition	VEEV TC-83 Vero	others
CC1(C)CC(=O)C(=Cc2cn(CCC#N)nc2-c2ccc(F)cc2)C(=O)C1	-10%	?	-5%	6%	1.4%
Cc1oc(-c2cccs2)nc1CSCC(=O)N1CCC2(CC1)OCCO2	-1%	-25%	0%	-8%	i
O=C(CCNS(=O)(=O)c1ccccc1)N1CCCC1	-2%	-4%	-8%	-5%	3.0%
CCN1CCN(CC(O)COc2cccc(OC)c2)CC1 (stereo not drawn)	-8%	-7%	2%	3%	0.1%

More results follow.
SMILES	influenza NS1A	M. tuberculosis	PhoP GFP inhibition	H37Rv inhibition	VEEV TC-83 Vero	others
Cc1noc(C)c1COc1ccccc1C(=O)NC1CCC(C)CC1 (stereo not drawn)	-6%	2%	-6%	-10%	0.2%
O=C(Nc1cccc(Cl)c1)N1C[C@H]2C[C@@H](C1)c1cccc(=O)n1C2	-1%	-7%	3%	-2%	i
Cc1cc(NC(=O)Nc2c[nH]c(=O)[nH]c2=O)ccc1Br	-1%	-4%	-15%	7%	2.3%
COc1cc(Cl)ccc1OCc1cc(C(=O)N2CCN(C)CC2)no1	15%	3%	2%	1%	0.2%
O=C(Nc1ccc(O)cc1)c1ccc(NC(=O)c2ccco2)cc1	9%	9%	-5%	6%	2.2%
Cc1oc(-c2cccs2)nc1CN1CCC(C(=O)N2CCCC2)CC1	5%	4%	-9%	-2%	11%
COc1cc(/C=C2\SC(=O)N(c3ccccc3Cl)C2=O)cc([N+](=O)[O-])c1O	18%	.	.	.	1.8%
Cc1cc(C(=O)COC(=O)c2cccnc2Cl)c(C)n1C	-5%	8%	.	3%	3.4%
COc1ccc(S(=O)(=O)N2CCCC2)cc1NC(=O)c1ccccc1	-6%	-2%	7%	3%	i
COc1ccc(/C=N/Nc2nc(C)nc(N)n2)cc1	-1%	3%	-7%	-1%	0.8%
N#Cc1c(-n2cccc2)cccc1-n1cccc1	22%	.	3%	.	0.6%
CC(C)(C)C(=O)NC1CC2CCCC(C1)N2C(=O)Nc1ccccc1 (stereo not drawn)	5%	-8%	-4%	-1%	0.5%
Cc1ccc(CN2CCN(CCCn3cccn3)CC2CCO)cc1 (stereo not drawn)	-3%	13%	1%	-1%	0.3%
Cc1ccc(NS(=O)(=O)c2ccc(OCC(=O)NCc3ccccn3)cc2)cc1	-7%	7%	-5%	8%	4.1%
COc1ccc(C(=O)NC(Cn2ccnc2)C(C)(C)C)cc1OC1CCN(C(C)C)CC1 (stereo not drawn)	10%	5%	-4%	-11%	1.2%
CN1C(=O)N(c2nnc(C(C)(C)C)s2)C(=O)C1c1ccccc1 (stereo not drawn)	-3%	-5%	-2%	-3%	1.4%
CCN1CCN(C(=O)N(CC(=O)Nc2ccc(C(N)=O)cc2)S(=O)(=O)c2ccc(C)cc2)CC1	1%	.	.	.	1.8%
O=C(N/N=C/c1ccc[nH]1)c1sc2ccccc2c1Cl	-3%	?	2%	?	5.4%
CNC(=O)COc1ccc(S(=O)(=O)Nc2ccccc2)cc1	3%	-7%	6%	-9%	1.9%
Cc1ccc2c(c1)nc(NCCCO)n2C	-3%	-7%	4%	0%	0.3%
CCCn1c(SCC(=O)NC23CC4CC(CC(C4)C2)C3)n[nH]c1=O	-4%	-22%	7%	-10%	0.2%
COc1ccc(-n2c(Cc3cccn3C)nnc2SCC(=O)N2CCCC2)cc1	-5%	22%	9%	11%	i
CCOC(=O)C1=C(C(F)(F)F)Nc2ncnn2C1c1cc(OC)c(OC)cc1OC (stereo not drawn)	6%	-20%	0%	-5%	0.5%
S=C(NCCc1ccccc1)NCCN1CCOCC1	5%	5%	10%	-3%	0.4%
O=C1c2ccccc2C(=O)N1OS(=O)(=O)c1ccc(F)cc1	-12%	-2%	7%	-1%	i
CCCc1cc(C(=O)OC)c(NC(=O)CCC(=O)O)s1	2%	-2%	3%	2%	2.8%
CCOC(=O)C(CC)/C(C)=N\NC(=O)CCC(=O)Nc1ccc(Cl)cc1Cl (stereo not drawn)	0%	3%	17%	8%	0.8%
CC(=O)c1nnn(-c2ccc([N+](=O)[O-])cc2C)c1C	7%	-2%	7%	-3%	0.9%
O=C(NNC(=O)c1ccccc1Cl)c1ccncc1	19%	-7%	5%	3%	0.0%
Cc1ccc(C)c(S(=O)(=O)ON2C(=O)c3ccccc3C2=O)c1	-11%	13%	-2%	1%	0.3%
CC1=CC(C)C2COC(c3ccc[n+](C)c3)C1C2C (stereo not drawn)	-1%	-1%	0%	0%	0.2%
Cc1cc(C)nc(NC(=S)NC(=O)c2ccccc2)n1	-9%	18%	4%	-1%	0.1%
Cc1c(Cl)cccc1NC(=O)CNC(=O)CCS(=O)(=O)c1ccc(F)cc1	-18%	22%	.	0%	3.0%
CC1CN(C(=O)c2ccccc2OCc2ccc(Cl)cc2Cl)CC(C)O1 (stereo not drawn)	-7%	20%	.	9%	1.2%
CCC1=NN2C(=N)/C(=C\c3ccc(OCCOc4ccccc4)c(OC)c3)C(=O)N=C2S1	.	-4%	-9%	4%	.
COc1ccc(CCNC2=CC(=O)CC(C)(C)C2)cc1	-20%	13%	-4%	4%	0.0%
COc1ccc(C2=NCCn3nc4cc(OC)ccc4c32)cc1	7%	11%	-1%	1%	0.3%	VEEV TC-83 Vero 10K pilot screen=1.2
CCc1nnc(NC(=O)C2CCCN2C(=O)Nc2ccc(C)cc2)s1 (stereo not drawn)	10%	0%	13%	11%	2.0%
CCOc1ccc(C(CC(=O)O)NC(=O)c2cccs2)cc1OC (stereo not drawn)	7%	0%	6%	-4%	0.8%
CCC(C(=O)NCCC(C)C)n1ccc2cc(S(=O)(=O)N3CCCCC3)ccc21 (stereo not drawn)	4%	17%	-18%	-1%	i
COc1ccccc1OCC(=O)Nc1cccc(-c2nnc(-c3ccco3)o2)c1	7%	1%	3%	68%	7.4%
O=C(NC1CCC(O)CC1)c1ccc(-c2ccc([N+](=O)[O-])cc2)o1 (stereo not drawn)	-5%	70%	12%	0%	4.2%
O=C(Nc1cccc(F)c1)c1cccc(S(=O)(=O)N2CCOCC2)c1	-1%	-4%	-6%	-1%	6.2%
Cc1ccsc1/C=N\NC(=O)CCc1c(C)n[nH]c1C	1%	-16%	5%	-7%	i
C[C@H](NC(=O)c1ccccc1)C(=O)OCC(=O)Nc1sccc1C(N)=O	-17%	2%	.	-1%	1.7%
Cc1ccc(C)c(OCC(O)CN2CCC(Cc3ccccc3)CC2)c1 (stereo not drawn)	-10%	75%	-8%	18%	i
COc1ccccc1NC(=S)N1CCN(c2cccc(C)c2C)CC1	1%	6%	-1%	2%	1.0%
CC(=O)c1cccc(NC(=S)NCCCCc2ccccc2)c1	25%	?	-6%	-1%	i

A draw from above in order of molar mass, falling.
SMILES	influenza NS1A	M. tuberculosis	PhoP GFP inhibition	H37Rv inhibition	VEEV TC-83 Vero	others
O=C(Nc1cccc(F)c1)c1cccc(S(=O)(=O)N2CCOCC2)c1	-1%	-4%	-6%	-1%	6.2%
Cc1ccc(C)c(OCC(O)CN2CCC(Cc3ccccc3)CC2)c1 (stereo not drawn)	-10%	75%	-8%	18%	i
O=C(NC1CCC(O)CC1)c1ccc(-c2ccc([N+](=O)[O-])cc2)o1 (stereo not drawn)	-5%	70%	12%	0%	4.2%
CC(=O)c1cccc(NC(=S)NCCCCc2ccccc2)c1	25%	?	-6%	-1%	i
Cc1ccsc1/C=N\NC(=O)CCc1c(C)n[nH]c1C	1%	-16%	5%	-7%	i

Screens as filed in PubChem.
